Screening results from PubChem BioAssay.
MPTP block: blocks calcium-induced mitochondrial swelling. isolated mouse mitochondria, Ca2+ swelling absorbance, 30 min. inhibition, % at 10 µM. actives 1.4% (n = 360,000). AID 602449;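 active = inhibition of 50% or more, scaled per plate between neutral and stimulator controls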;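 also: 0% = DMSO wells given calcium and 100% = 1 mM EGTA wells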
GRIN3A LBD mod: modulates the human NR3A ligand-binding domain; NR3A LBD differential scanning fluorimetry, Tm shift; 0% = protein alone, 100% = glycine-bound protein; Tm shift relative to glycine control, % at 25 µM; actives 2.5% (n = 340,000);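 active = melting temperature shift of at least 10% of the positive control shift, at one fixed dose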
hIAP activ: increases human intestinal alkaline phosphatase activity | purified human IAP, CDP-Star luminescence, 30 min; hits give high values; 1 = vehicle-only enzyme, 0 = enzyme-free background | activation factor at 10 µM | AID 2524 | actives 0.16% (n = 330,000) | P09923;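 active = activation factor of the enzyme at least 2-fold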; also: the source names both 10 and 20 µM as test concentration; values of inactives mirror those of a sister screen read the other way
SENP8 block: SENP8 (human) protease inhibition; recombinant SENP8, Nedd8 substrate fluorescence; inhibition, % at 20 µM; actives 0.64% (n = 360,000); AID 602440; in the data active = inhibition mostly above about 40%, no sharp cut-off; inactive = mostly below about 27%
Target sequence (Q96LD8 whole entry, looked up): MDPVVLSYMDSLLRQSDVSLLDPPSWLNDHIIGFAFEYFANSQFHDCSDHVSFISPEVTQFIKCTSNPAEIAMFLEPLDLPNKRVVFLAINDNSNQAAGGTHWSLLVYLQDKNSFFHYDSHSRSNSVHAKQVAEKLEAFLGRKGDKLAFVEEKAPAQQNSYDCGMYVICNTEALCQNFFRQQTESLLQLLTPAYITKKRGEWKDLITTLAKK
SENP1 inh: SENP1 (human) catalytic domain inhibition. actives 0.21% (n = 360,000). recombinant SENP1 catalytic domain, CyPet-SUMO1-YPet FRET cleavage. AID 624204. inhibition, % at 10 µM;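 active = inhibition at least 30% at 10 µM, raw YFP signal under a set limit, fluorescence ratio 0.5 to 1.5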;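 also: 0% = enzyme with DMSO and 100% = no enzyme wells; some results filed as inactive read as strong as hits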
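material = recombinant human SENP1 catalytic domain, His6-tagged | quantity = 20 pM enzyme | reagent = 25 nM SUMO1 FRET substrate | compound dosing = 10 µM single point, 0.5% DMSO | timing = 50 min enzyme reaction, room temperature, light-protected | detection = FRET, CFP and YFP emission | control set = no-enzyme low, enzyme-DMSO high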
ATG4B inh: blocks human ATG4B protease cleavage of LC3 substrate; Q9Y4P1; ATG4B cleavage of LC3-PLA2, NBD-HPC fluorescence, 1 h; inhibition, % at 8.33 µM; actives 0.51% (n = 340,000); in the data active = inhibition above about 40%
Target sequence (Q9Y4P1 whole entry, looked up): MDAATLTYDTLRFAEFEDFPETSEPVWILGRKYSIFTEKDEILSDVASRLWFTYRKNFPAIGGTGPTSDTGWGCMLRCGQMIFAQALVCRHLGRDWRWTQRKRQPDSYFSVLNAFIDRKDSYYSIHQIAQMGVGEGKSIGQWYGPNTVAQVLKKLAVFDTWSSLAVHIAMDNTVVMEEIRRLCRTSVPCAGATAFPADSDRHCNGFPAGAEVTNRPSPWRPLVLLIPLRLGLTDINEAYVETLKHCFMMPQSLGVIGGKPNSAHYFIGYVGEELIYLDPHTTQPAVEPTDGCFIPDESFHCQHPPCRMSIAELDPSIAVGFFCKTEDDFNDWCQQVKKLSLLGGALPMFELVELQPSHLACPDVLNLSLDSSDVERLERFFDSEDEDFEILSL
PfGluPho inh: PfG6PD (Plasmodium falciparum) enzyme inhibition; actives 0.78% (n = 350,000); PfGluPho enzyme, NADPH resazurin-diaphorase fluorescence; inhibition, % at 20 µM;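 active = inhibition reaching at least a set limit at 20 µM in the primary screen, cut at about 59% in these data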;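 also: 0% = DMSO wells with substrate and 100% = DMSO wells lacking glucose-6-phosphate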
SENP6 block: inhibitors of human SENP6 protease; inhibition, % at 10 µM; Q9GZR1; AID 2599; actives 1.8% (n = 330,000); Recombinant SENP6 catalytic domain, aminoluciferin luminescence;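 active = inhibition above about 50% at the single tested dose, limit read from the data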;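 also: plate controls were DMSO wells with enzyme for no effect and DMSO wells lacking enzyme for full effect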
Target sequence (Q9GZR1 628-1112 limits assumed): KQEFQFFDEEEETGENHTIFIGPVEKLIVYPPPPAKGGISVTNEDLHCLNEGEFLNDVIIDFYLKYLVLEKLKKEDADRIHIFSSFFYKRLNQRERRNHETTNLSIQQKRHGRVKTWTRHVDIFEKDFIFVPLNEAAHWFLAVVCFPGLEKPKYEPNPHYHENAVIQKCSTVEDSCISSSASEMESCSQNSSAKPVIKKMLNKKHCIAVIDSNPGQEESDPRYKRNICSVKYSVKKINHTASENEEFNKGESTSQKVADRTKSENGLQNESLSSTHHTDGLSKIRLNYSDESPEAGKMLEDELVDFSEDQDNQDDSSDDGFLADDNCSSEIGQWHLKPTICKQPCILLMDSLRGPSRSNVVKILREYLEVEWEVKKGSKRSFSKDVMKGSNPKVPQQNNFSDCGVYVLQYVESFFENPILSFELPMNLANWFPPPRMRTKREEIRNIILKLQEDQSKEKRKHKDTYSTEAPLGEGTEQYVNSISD
Numbers without * were called inactive; · = no result given.

#	molecule	MPTP block	GRIN3A LBD mod	hIAP activ	SENP8 block	SENP1 inh	ATG4B inh	PfGluPho inh	SENP6 block
1	CN(CC(=O)Nc1ccccc1Cl)C(=O)COC(=O)c1ccccc1[N+](=O)[O-]	-0.7	5	1.1	3	2	6	8	1
2	COC(=O)CSc1nc2sc3c(c2c(=O)n1-c1ccc(OC)cc1)CCN(C)C3	-0.7	1	1.1	-145	-49	7	6	11
3	Cc1ccccc1Oc1cc(NC(=O)Cn2cnc([N+](=O)[O-])c2)cc([N+](=O)[O-])c1	4.1	9	0.97	22	4	-14	5	3
4	CCCN1C(=O)/C(=C\C=C2/C=CN(CC)c3ccccc32)SC1=S	17	-10	1.1	55*	-46	-6	49	22
5	Cc1ccc(OCC(=O)NC(C)c2ccccc2)cc1C (configuration not stated)	2.4	2	1	1	2	-2	15	-30
6	COc1ccc(NC(=O)CS(=O)CC(=O)Nc2cccc3cccnc23)cc1 (configuration not stated)	-1.1	-1	1.1	6	-2	-7	6	3
7	COc1ccc(Cl)cc1NC(=O)c1cc(-c2ccco2)on1	-0.9	1	0.97	-2	7	5	-20	-11
8	CC1N(C)c2cc(NC(=O)c3cccs3)c(P(=O)(Nc3ccc([N+](=O)[O-])cc3)N3CCOCC3)cc2C1(C)C (configuration not stated)	-0.9	-4	0.91	22	2	-4	14	-13
9	Cc1nn(-c2ccc(F)cc2)c2nc(N)c(C#N)c(-c3ccc(O)c(O)c3)c12	7.2	0	0.89	-102	-85	-10	2	-73
10	O=C(CC1CCS(=O)(=O)C1)NC1CCCCC1 (configuration not stated)	3.4	0	0.94	32	2	-3	8	-8
11	Cn1cc(S(=O)(=O)N2CCc3ccccc32)cc1C(=O)NC1CCCCC1	0.6	-1	0.97	-1	-2	-6	6	-10
12	COc1cccc(C(=O)N2CCN(C(=O)c3cccc(F)c3)CC2)c1	-3.4	0	1.1	25	0	-11	2	-14
13	Cc1cc(C)n(C(=O)Cn2nc(C)c(Cl)c2C)n1	1.1	2	1.1	6	1	5	-3	17
14	CC1CCC(NC(=O)CN2C(=O)c3cccnc3Oc3ccc(Cl)cc32)CC1 (configuration not stated)	0.8	-3	1.1	6	2	4	-4	-10
15	COc1ccc(CC(=O)Nc2ccc3c(c2)CCC3)cc1OC	2.7	-2	0.94	1	1	-4	9	-6
16	COc1cccc(-c2nnc(SCC(=O)N3CCOCC3)o2)c1	-0.9	-3	0.81	18	1	7	12	13
17	CC(C(=O)Nc1cccc(Br)c1)c1ccc([N+](=O)[O-])cc1 (configuration not stated)	58*	-11	1.1	11	1	-9	2	8
18	CC1CCCN(c2ccc(C(=O)NCc3ccc4c(c3)OCO4)cc2[N+](=O)[O-])C1 (configuration not stated)	7.4	-8	1.6	18	1	-4	12	-6
19	Cc1ccc(S(=O)(=O)N(C)C)cc1NC(=O)COC(=O)C1CC1	0.3	1	0.94	13	1	-7	4	-3
20	COc1cc(CCC(=O)Nc2ccc(S(=O)(=O)N3CCOCC3)cc2)cc(OC)c1OC	-0.4	-2	0.9	7	3	-3	1	-1
21	Cc1nc(/N=C(\N)NC(=O)NC2CCCCC2)nc2ccccc12	20	0	1.1	3	-8	4	9	-15
22	Cc1cccc2nc(COc3ccc4ccccc4c3Br)cn12	3.6	-13	1.2	17	-8	26	12	57*
23	Cc1ccc(NC(=O)CSc2ncccn2)c([N+](=O)[O-])c1	-1.8	-1	0.99	2	0	3	-10	-9
24	CCCN1C(=O)/C(=C2\SC(=S)N(c3c(C)n(C)n(-c4ccccc4)c3=O)C2=O)c2ccccc21	·	2	0.83	·	·	-4	-1	-9
25	Cc1ccc(S(=O)(=O)N(CC(=O)N2CCC(C(N)=O)CC2)Cc2ccc(F)cc2)cc1	0.5	0	0.93	13	2	3	4	-9
26	Cc1ccccc1NS(=O)(=O)c1ccc(C(=O)NCC(C)(C)N2CCOCC2)cc1	0.3	1	0.89	0	3	2	5	1
27	Cc1c(C(=O)NCc2ccccn2)oc2ccc(S(=O)(=O)N3CCC4(CC3)OCCO4)cc12	-2.1	-2	1	2	1	-8	-11	-13
28	O=C1CSC(c2ccc(F)c(F)c2)N1c1ccccc1F (configuration not stated)	1.1	-2	1	22	7	-5	-10	0
29	CCN(Cc1ccccc1)C(=O)CN1C(=O)COc2ccc(S(=O)(=O)N3CCCCCC3)cc21	-1.4	-3	1	13	2	-8	-1	-1
30	Cc1cccc(-c2noc(CNC(=O)c3ccco3)n2)c1	-0.3	1	0.82	4	2	-5	6	-4

Additional entries follow.
#	molecule	MPTP block	GRIN3A LBD mod	hIAP activ	SENP8 block	SENP1 inh	ATG4B inh	PfGluPho inh	SENP6 block
31	Cc1ccc(NC(=O)c2sc3nc[nH]c(=O)c3c2C)c(C)c1	-0.1	-2	0.95	7	1	-5	2	-2
32	CCOC(=O)COn1c(=O)c(-c2cccs2)[n+]([O-])c2ccccc21	0.0	1	0.76	-397	-18	-10	31	-15
33	Clc1ccc(CN2CCCCCC2)cc1	-0.1	1	1	3	-1	-10	-15	-19
34	O=S(=O)(Nc1ccc(C(F)(F)F)cc1)c1cccs1	-0.9	-2	1.1	8	0	-2	5	2
35	CC(C)(C)C(=O)Nc1nnc(SCC(=O)Nc2nccs2)s1	-0.3	2	1.3	0	3	-1	0	-4
36	CCCOc1nc2c(c(=O)n(C)c(=O)n2C)n1CCC	0.0	0	1.1	0	0	1	-2	-4
37	CCOC(=O)N1CCN(C(=O)c2cc(-c3ccc(F)cc3)[nH]c2C)CC1	-0.3	1	0.98	14	0	-15	5	-19
38	O=C(NCc1cccc(C(F)(F)F)c1)C1CC(c2ccccc2[N+](=O)[O-])=NO1 (configuration not stated)	-0.2	2	1	-5	3	-4	15	0
39	NC(=O)c1ccc(NC(=O)C2COc3ccccc3O2)cc1 (configuration not stated)	0.0	-6	1.2	6	-1	0	-8	2
40	CCC(C)(C)NC(=O)C(c1cccnc1)N(C(=O)c1csnn1)c1ccccc1 (configuration not stated)	-1.3	-1	0.95	16	2	-3	-4	8
41	Cc1cc(OCC(=O)NNC(=O)c2cnccn2)cc(C)c1Cl	-0.4	-1	2.1*	-8	1	-5	8	-8
42	CCCc1nc(S(=O)(=O)Cc2ccc(Cl)cc2Cl)n[nH]1	0.2	-1	0.99	6	-1	8	22	-3
43	C/C(CC(=O)Nc1ccc2c(c1)OCCO2)=N\NC(=O)Cc1ccc(Cl)cc1	-3.6	-1	1.1	10	2	-4	-1	9
44	Cc1nc(-c2ccc(NC(=O)c3ccccc3C)cc2)cs1	-0.2	-13	·	0	2	10	2	·
45	Cc1cc(=O)oc2cc(OCC(=O)c3ccc4c(c3)NC(=O)CO4)ccc12	-0.7	-1	0.92	-160	2	-13	16	0
46	O=C(Nc1ccc(Cl)cc1C(=O)O)c1ccc2c(c1)C(=O)N(Cc1ccco1)C2=O	43	1	1.1	9	3	-5	-27	5
47	O=C(O)CC1=C(O)C(=O)N(c2ccccc2)C1c1ccc(Cl)cc1 (configuration not stated)	1.2	6	1	30	2	-9	-19	-10
48	COC(=O)C(C)Sc1nnc(-c2ccncc2)o1 (configuration not stated)	3.5	-1	1	5	1	2	-13	11
49	O=C1CCCc2c1cc(-c1ccccc1)n2-c1ccccc1	-2.2	-2	0.86	5	3	3	-7	1
50	Cc1ccccc1C(=O)N1CCN(c2ccc(NC(=O)c3cccs3)cc2)CC1	-1.4	-1	1	-5	1	0	5	-6
51	O=S(=O)(NCC(c1cccnc1)N1CCOCC1)c1cccs1 (configuration not stated)	-1.1	2	0.88	6	0	-1	-12	3
52	Cc1cc(C)cc(NC(=S)N2CCN(c3ccc(F)cc3)CC2)c1	1.4	-3	0.97	9	0	-5	3	0
53	Cc1cc(C)c[n+](CC(=O)c2cc3ccccc3oc2=O)c1	-0.3	2	1	-254	1	-6	-17	-12
54	CC(C)OC(=O)Cn1c(=O)oc2ccccc21	-0.8	1	0.86	12	1	8	-11	6
55	Cc1noc(C)c1NC(=O)Nc1ccc2c(c1)C(=O)N([C@H](C)CO)C[C@H](C)[C@@H](CN(C)C(=O)Nc1ccc3c(c1)OCO3)O2	-0.5	3	0.87	8	-2	-13	25	17
56	CCOC(=O)CSC1=C(C#N)C(c2ccc(Cl)cc2)CC(=O)N1 (configuration not stated)	0.4	2	0.94	7	4	2	1	-14
57	O=C(NOCc1ccccc1)c1ccc(Cl)cc1Cl	-0.4	1	0.98	25	1	-3	0	18
58	O=C(Nc1ccc(Cl)c(S(=O)(=O)N2CCCCC2)c1)c1ccco1	-0.5	5	0.85	11	3	-14	-6	7
59	O=C(c1ccco1)N1C(=O)c2cccc3cccc1c23	3.8	2	0.95	-54	-4	-3	8	1
60	CN(CCc1ccccn1)C(=O)CCC1CCCN(C(=O)CCOc2ccccc2)C1 (configuration not stated)	2.2	-1	1.1	19	1	12	-6	-12

Of the compounds above, these have a cyano group.
#	molecule	MPTP block	GRIN3A LBD mod	hIAP activ	SENP8 block	SENP1 inh	ATG4B inh	PfGluPho inh	SENP6 block
9	Cc1nn(-c2ccc(F)cc2)c2nc(N)c(C#N)c(-c3ccc(O)c(O)c3)c12	7.2	0	0.89	-102	-85	-10	2	-73
56	CCOC(=O)CSC1=C(C#N)C(c2ccc(Cl)cc2)CC(=O)N1 (configuration not stated)	0.4	2	0.94	7	4	2	1	-14

(list continues)
#	molecule	MPTP block	GRIN3A LBD mod	hIAP activ	SENP8 block	SENP1 inh	ATG4B inh	PfGluPho inh	SENP6 block
61	Nc1cc(C(=O)N2CCN(c3cccc(Cl)c3)CC2)ccc1N1CC2CC(C1)c1cccc(=O)n1C2 (configuration not stated)	-2.0	·	·	-31	0	·	-11	·
62	Cc1nc2cc(NC(=O)NCc3ccc4c(c3)OCO4)ccc2o1	-0.7	·	0.96	13	1	-1	18	-2
63	COc1ccc(/C=C2\SC(=O)N(CCNC(=O)Cn3cnnn3)C2=O)cc1	-1.6	-1	0.85	11	-1	-1	14	23
64	Cn1cc(Br)c(C(=O)N2CCc3ccccc32)n1	-1.6	-5	1.2	3	-1	-2	-2	-33
65	COc1ccc(-c2noc(=O)n2Cc2ccccc2F)cc1	0.0	3	1.2	15	2	-4	-8	7
66	C[C@@H]1CN([C@H](C)CO)C(=O)CCCn2nncc2CO[C@H]1CN(C)C(=O)CCC(F)(F)F	-0.6	·	·	5	1	·	3	·
67	Cc1cc(C)n(CC(O)CN(c2cccc([N+](=O)[O-])c2)S(=O)(=O)c2ccccc2)n1 (configuration not stated)	-2.4	-6	1	15	1	-5	-11	-5
68	Nc1ccnn1Cc1ccc(Br)s1	-0.3	-2	0.93	4	1	1	25	-11
69	COC(=O)c1ccc(-n2c(C)cc(-c3csc(NC(=O)c4ccc(S(=O)(=O)N(C)C)cc4)n3)c2C)cc1	0.4	-6	0.96	13	6	1	-14	7
70	O=C(N/N=C/C=C/c1ccccc1)c1ccccc1Br	1.3	1	0.95	25	5	-4	-4	-25
71	COc1cc(OC)c(C(=O)Nc2ccc3ccccc3c2)cc1OC	0.7	0	1.3	2	-1	-10	0	-7
72	CN1CCN(NC(=O)c2cccc(Br)c2)CC1	-0.7	1	0.96	20	1	5	-18	4
73	CCN(CC)CCCNc1nc2ccccc2[nH]1	-0.4	-2	1.1	28	-3	-7	3	-6
74	COc1ccccc1CN1CC(C(=O)NCCn2ccc(C)n2)CCC1=O (configuration not stated)	-0.2	-3	1.2	12	2	-5	-1	-8
75	Cc1ccc2c(c1)C(c1ccccc1)CC(=O)O2 (configuration not stated)	0.5	-1	0.77	13	3	9	-9	3
76	CCCCC(=O)NC(=S)Nc1ccc(Cl)c(C(=O)O)c1	-0.4	-3	0.91	-3	-1	4	-3	-5
77	Cc1[nH]n2cnnc2c(=O)c1Br	1.7	0	0.95	2	3	-3	29	12
78	Cc1ccc(C(O)c2nc3ccccc3n2C)cc1 (configuration not stated)	1.5	-1	0.96	-5	0	4	-10	-11

hIAP activ, entries above that show a hit
#	molecule	MPTP block	GRIN3A LBD mod	hIAP activ	SENP8 block	SENP1 inh	ATG4B inh	PfGluPho inh	SENP6 block
41	Cc1cc(OCC(=O)NNC(=O)c2cnccn2)cc(C)c1Cl	-0.4	-1	2.1*	-8	1	-5	8	-8
